Compound activity from PubChem.
Growth percent in the NCI-60 one-dose screen (48 h, 10 µM unless noted): 100 = growth as untreated, 0 = no growth, -100 = all killed.
NCI-H23 = NCI-H23 lung cancer; 80,000 tested, 4% active; AID 1794731
NCI-H522 = NCI-H522 lung cancer; 78,000 tested, 8% active
HT29 = HT29 colon cancer | 81,000 tested, 7.4% active
NCI-H460 = NCI-H460 lung cancer. AID 1794736. 82,000 tested, 6.8% active
NCI-H322M = NCI-H322M lung cancer; 80,000 tested, 2.7% active; AID 1794733
A498 = A498 renal cancer cells; 76,000 tested, 5.4% active
COLO 205 = COLO 205 colon cancer | 79,000 tested, 7.3% active
RXF 393 = RXF 393 renal cancer cells | 77,000 tested, 6.9% active
NCI-H226 = NCI-H226 lung cancer; 79,000 tested, 3.5% active; AID 1794732
Numbers without * were called inactive; nt = not tested or not shown; & = joins results of further samples; ! = repeats disagree. How the source made its calls: active means growth percent below 10; inactive means the rest.

SMILES	NCI-H23	NCI-H522	HT29	NCI-H460	NCI-H322M	A498	COLO 205	RXF 393	NCI-H226
CCC(C)NC(=O)c1ccc(C(C)C)cc1 (stereo unspecified)	105	88	87	107	112	104	126	114	99
N#C/C(=N/Nc1cccc2c1C(=O)c1ccccc1C2=O)c1nn[nH]n1	97	93	108	101	nt	71	112	108	98
O=C1NC(=O)C(Cn2c(-c3ccccc3)nc3ccccc32)C(=O)N1	92	93	105	109	96	81	115	109	99
N#CCc1ccnc2ccccc12	101	nt	99	104	118	82	103	108	102
CC12CCC(/C(=N/O)C1=O)C2(C)C (stereo unspecified)	108&103	94&99	104&100	105&102	106&112	78&100	107&108	102&119	88&100
O=C1c2ccccc2-c2c1c1c3ccccc3n(CCN3CCCCC3)c1c1c3ccccc3n(CCN3CCCCC3)c21	97	58	74	76	78	85	89	118	102
COc1ccc2c(c1)oc1c(C)c3c(c(C)c12)C(=O)N(CCN1CCCCC1)C3=O	81	85	95	71	85	115	114	99	98
CCCC(c1nnnn1C1CCCCC1)N1CCN(C(=O)c2ccco2)CC1 (stereo unspecified)	71	62	27	41	97	44	73	65	nt
CN(C)c1ccc(C=Nc2cc(S(=O)(=O)O)cc3cc(S(=O)(=O)O)c(N=Nc4ccccc4)c(O)c23)cc1	98	86	99	nt	99	nt	120	97	101
CC(C)C(=O)Cc1cnccn1	94	109	108	103	103	101	113	106	110
COC(=O)c1cc(-c2ccc(OC)cc2)[nH]c1N/N=C/c1ccc(Cl)cc1	129	115	97	112	106	164	104	116	102
COc1cc(-c2nc(-c3nc4ccccc4[nH]3)cc3c2[nH]c2ccccc23)cc(OC)c1OC	41	57	50	30	74	45	27	71	73
NC1=Nc2cc(OCCCCN3Cc4ccccc4C3)c(OCC3CC3)cc2C12CCCC2	67	67	2.0*	23	76	-0.4*	-74*	30	38
COc1ccc(NC(=O)CSc2nnc(-c3cc(-c4ccc(S(C)(=O)=O)cc4)nc4ccccc34)n2-c2ccccc2)cc1	106	92	109	99	97	71	96	109	96
CC(=O)c1cc(C(=O)N2c3ccccc3Sc3ccccc32)n2ccc3ccccc3c12	63	-38*	15	30	62	13	36	32	45
Cc1ccc(Nc2nc(N)nc3c2CCc2occc2-3)cc1	101	73	83	108	98	77	112	108	99
N#Cc1nc(-c2ccccc2)oc1S(N)(=O)=O	nt	-45*	44	93	100	83	97	46	103
CC(=O)N1Cc2ccccc2C(C)Cc2ccccc21 (stereo unspecified)	106	99	105	107	102	110	115	118	111
Cn1c(NCCc2ccc(O)c(O)c2)nc2c1c(=O)n(Cc1ccc(Cl)c(Cl)c1)c(=O)n2C	91	-29*	94	88	82	98	57	72	74
COc1cc2oc(-c3cccc(C(=O)Nc4ccc(C#N)cc4)c3)cc(=O)c2c(O)c1OC	38	61	54	19	73	87	40	102	21
COC(=O)c1cnc(Sc2cc(C(F)(F)F)cc(C(F)(F)F)c2)nc1C(F)(F)F	89	70	95	104	114	78	113	95	77
COc1ccc2nc(-c3nc(-c4ccccc4F)n4ccccc34)[nH]c2c1	89	65	99	95	96	87	98	100	83
COc1cc(SC)ccc1C(=O)N1CCCC(C)C1 (stereo unspecified)	87	69	31	20	97	81	50	76	75
Cc1ccc(S(=O)(=O)NC(=O)NN2CCCCCC2)cc1	106&87	102&83	107&106	112&94	106&98	101&106	112&115	84	102&107
CCCCCCCCCC1=NC(C)(C)CN1C(C)C	94	84	73	105	130	86	96	71	95
O=c1c2sc3ccccc3c2nnn1-c1ccccc1	88	85	105	99	89	95	104	129	92
COc1ccc(/C=N/NC(=O)CCN2c3ccccc3Sc3ccccc32)cc1	76	62	57	85	83	56	89	67	87
c1ccc2c(Nc3ccc(C4=NCCN4)cc3)nnc(Nc3ccc(C4=NCCN4)cc3)c2c1	86	92	105	99	93	79	101	92	84
COc1ccc2c(c1)O/C(=C\c1c(C)n(C)n(-c3ccccc3)c1=O)C2=O	92	62	90	119	99	97	201	81	88
O=C(N/N=C/c1ccc(Br)o1)c1[nH]c2ccc(Br)cc2c1-c1ccccc1	-37*	-62*	-46*	-63*	15	-7.4*	-14*	-43*	-43*
CN(C)c1cccc2c(S(=O)(=O)Nc3cccc(-c4csc(NC(=O)CNCCCN5CCOCC5)n4)c3)cccc12	86	91	47	97	94	92	100	88	82
Cc1cc(Cc2ccccc2)c(O)c(Cc2ccccc2)c1	83	78	104	99	97	99	106	88	86
CC1(C)CC[C@]2(C(=O)O)CC[C@]3(C)C(=CCC4[C@@]5(C)C[C@@H](O)[C@@H]6OC(c7ccccc7O)OC[C@@]6(C)C5CC[C@]43C)C2C1 (stereo partly specified)	58	54	44	46	41	nt	30	77	87
O=C1CC(c2ccc(F)c(F)c2)c2snc(C(=O)O)c2N1 (stereo unspecified)	100	94	96	106	99	92	110	100	96
Cc1nc(Nc2cn[nH]c2C(=O)Nc2ccc(CN3CCN(C)CC3)cc2)c2ccsc2n1	96	72	66	109	88	67	94	62	nt
Cc1nc2ccc(Cl)cn2c1-c1nnc(SCc2ccccc2[N+](=O)[O-])o1	96	86	102	88	98	69	109	116	101

Entries of single compounds, quoted from the list:
O=C(N/N=C/c1ccc(Br)o1)c1[nH]c2ccc(Br)cc2c1-c1ccccc1 is listed with NCI-H23: -37*; NCI-H522: -62*; HT29: -46*; NCI-H460: -63*; NCI-H322M: 15; A498: -7.4*; COLO 205: -14*; RXF 393: -43*; NCI-H226: -43*
CC1(C)CC[C@]2(C(=O)O)CC[C@]3(C)C(=CCC4[C@@]5(C)C[C@@H](O)[C@@H]6OC(c7ccccc7O)OC[C@@]6(C)C5CC[C@]43C)C2C1 (stereo partly specified) is listed with NCI-H23: 58; NCI-H522: 54; HT29: 44; NCI-H460: 46; NCI-H322M: 41; A498: nt; COLO 205: 30; RXF 393: 77; NCI-H226: 87

(next part)
SMILES	NCI-H23	NCI-H522	HT29	NCI-H460	NCI-H322M	A498	COLO 205	RXF 393	NCI-H226
CC(=O)NC(CO)C(=O)c1ccc([N+](=O)[O-])cc1 (stereo unspecified)	103	69	103	115	98	89	115	104	99
CCOc1ccc(/C=C/C(=O)c2cccc(OCCCOc3cccc(C(=O)/C=C/c4ccc(OCC)cc4)c3)c2)cc1	84	74	94	65	84	73	116	105	74
COc1cc2c(cc1OC)C(=O)/C(=C/c1ccc(OCc3ccccc3)c(OC)c1)C2	93	85	88	101	nt	93	99	104	88
COc1cccc(CNC(=O)c2ncoc2-c2ccc3c(c2)OCCO3)c1	103	95	107	113	103	107	113	nt	97
C/C(=C1/SC(=S)NC1=O)c1ccccc1	102	88	108	107	111	93	nt	101	nt
O=C1CCC(C(=O)NNc2ccc(Br)cc2Br)N1 (stereo unspecified)	94	76	111	101	98	110	108	107	102
CSc1nc(=O)n(CCC#N)nc1SC	109	99	108	101	100	96	109	84	89
CC(=O)N1N=C(c2ccc(Nc3nc(Nc4ccccc4)nc(Nc4ccccc4)n3)cc2)CC1c1ccccc1 (stereo unspecified)	94	89	103	87	85	82	69	137	86
N#CC1c2ccccc2C=CN1C(=O)CCCl (stereo unspecified)	94	-72*	78	106	94	132	nt	nt	94
CC1=NN(c2ccccc2)C(c2ccco2)C1 (stereo unspecified)	100	nt	105	112	93	nt	103	104	96
O=C(CCCCCCCCC(=O)N(C1CCCCC1)C1CCCCC1)N(C1CCCCC1)C1CCCCC1	51	58	46	61	83	42	69	nt	66
O=S(=O)(c1ncsc1-c1ccccc1)N1CCc2ccccc2C1	98	91	100	104	101	nt	119	101	94
Oc1c(Cl)cc(Cl)c(Cc2c(Cl)cc(Cl)c(O)c2Cl)c1Cl	102	96	103	105	124	106	106	106	102
Cn1cc(-c2nc(-c3c[nH]c4ncccc34)cs2)c2cccnc21	63	46	73	47	64	50	nt	55	70
O=CN1N=C(c2ccc(Nc3nc(NCCO)nc(NCCO)n3)cc2)CC1c1ccc(Cl)cc1 (stereo unspecified)	99	nt	78	103	98	99	105	104	92
COc1ccc(Nc2nc3sc4cc(Cl)c(Cl)cc4n3c(=O)c2C#N)cc1	95	85	103	101	108	114	126	86	94
CCC1=C2C(=O)c3ccccc3C2=C(C)S(=O)(=O)O1	100	73	123	112	99	106	124	nt	102
CCCC(CCC)c1ccccc1C(=O)NCCNc1nccc(Nc2ccc(S(=O)(=O)Nc3ccccn3)cc2)n1	95	90	98	112	99	117	117	110	99
O=C1OCc2cccc3cccc1c23	101	108	105	104	119	84	115	102	91
Cc1cc(C)nc(NS(=O)(=O)c2ccc(Nc3nc4nc(SCc5ccccc5)nc(-c5ccc(O)cc5O)c4c(=O)[nH]3)cc2)n1	94	nt	118	106	104	104	99	122	112
Cn1c(=O)c2nc(CCC(=O)O)c(=O)[nH]c2n(C)c1=S	100	97	107	103	108	104	121	111	100
[O-][n+]1c2ccccc2[n+]([O-])c2cc(O)ccc21	62	90	98	53	88	129	107	91	80
COc1ccc(/C=C/C(=O)c2ccc(-n3cc(CN4CCN(c5cc6c(cc5F)c(=O)c(C(=O)O)cn6C5CC5)CC4)nn3)cc2)cc1	79	68	30	78	73	68	98	64	67
COc1cc2nc(Cl)nc(Nc3cccc(C4=Nc5c(N)nc(N)nc5NC(c5ccc(Cl)cc5)C4)c3)c2cc1OC (stereo unspecified)	88	35	4.0*	2.9*	86	99	22	74	90
NS(=O)(=O)c1ccc(NCc2ccc(N=Cc3c(O)[nH]c4ccccc34)cc2)cc1	88	nt	116	109	108	108	110	74	81
COc1cc(C(=O)C(=O)c2ccc(OC)c(OC)c2)ccc1O	100	nt	110	115	nt	120	105	116	99
Cc1ccc(-c2nn(Cc3cn(CC(=O)Nc4cc(C)nc5ccccc45)nn3)c3ncnc(N)c23)cc1	99	92	92	100	94	86	106	93	82
C/C(=N\NC(=S)n1[nH]c(=O)c2ccccc2c1=O)c1ccc([N+](=O)[O-])cc1	98	95	108	106	104	104	110	106	103
NC(N)=Nc1ccc(Oc2cccc(Nc3ccc(Cl)c(C(F)(F)F)c3)c2)cc1	47	49	49	2.6*	62	37	-4.3*	50	53
CCS(=O)(=O)Oc1ccc2c3c(c(=O)oc2c1)CCCCCC3	84	81	37	92	105	78	70	96	76
CC/C(=C(/c1ccc(Cl)cc1)c1ccc(OCCCN(C)C)cc1)c1ccc(Cl)cc1	92	81	80	105	91	109	104	97	100
COc1cc(OC)c(-c2ncc(-c3ccc(Cl)cc3)[nH]2)c(OC)c1	97	78	107	110	106	94	103	109	100
CCOC(=O)C1=C(C#N)C(C(=O)OCC)c2ncccc21 (stereo unspecified)	112	95	95	100	110	58	120	106	nt
Clc1ccc(Cc2nnc3sc(-c4ccccc4)nn23)cc1	nt	92	110	103	90	69	111	96	103
COc1ccc(-c2cc(-c3ccc(Cl)cc3)c(C#N)c(=O)n2Cc2ccc(C(=O)NO)cc2)cc1	102	65	115	102	92	96	114	97	91
COc1ccc(OC)c(/C=C2/C(=O)/C(=C/c3cc(OC)ccc3OC)C3CCC2N3C)c1	82	57	75	79	91	80	90	83	84
COc1ccc(/C=C/C(=O)c2cc(S(N)(=O)=O)c(OC)cc2OC)cc1	75	78	102	70	77	nt	93	40	100
O=C1c2ccc3c4c(ccc(c24)C(=O)N1CCCNCc1ccccc1Cl)C(=O)N(CCCNCc1ccccc1Cl)C3=O	-52*	-83*	-43*	-52*	-66*	nt	-16*	-94*	-57*
CCCCn1c(=O)c2c(nc(NCCc3ccc(OC)c(OC)c3)n2C)n(C)c1=O	99	90	101	102	102	83	111	120	102
COc1cccc(-c2nn(-c3ccccc3)cc2-c2ccnc(NCCNS(=O)(=O)c3cccc(F)c3)c2)c1	38	3.7*	17	24	59	48	17	44	39
COC(=O)/C=C(/C(=O)OC)N(O)C(=O)CN1C(=O)c2ccccc2C1=O	99	98	106	113	104	131	114	115	104
CC(C)(C)c1cc(NC(=O)Nc2ccc(-c3cn4c(n3)sc3cc(OCCN5CCOCC5)ccc34)cc2)no1	43&24	-3.1*!	-2.0*	-11*!	55&35	8.2*!	-44*!	-14*	18
CCCNC(=O)Nc1ccc2cc3ccc(NC(=O)NCCC)cc3nc2c1	86	79	98	104	100	71	99	78	91
CC1(C)S[C@@H]2[C@H](NC(=O)[C@H](N)c3ccccc3)C(=O)N2[C@H]1C(=O)O	103	91	107	114	110	126	111	110	94
CC(=O)c1ccc(NC2CCC(=O)N2)cc1 (stereo unspecified)	108	102	107	101	99	96	107	116	109
CC1=C(Nc2ccccc2)C(=O)OC1C (stereo unspecified)	88	92	74	89	101	121	91	88	89
COc1cc(C)cc2oc3oc(=N)c(-c4csc(-c5ccccc5)n4)cc3c(=O)c12	103	100	115	106	110	102	116	111	99

Gathered by group: those above containing a cyano group
SMILES	NCI-H23	NCI-H522	HT29	NCI-H460	NCI-H322M	A498	COLO 205	RXF 393	NCI-H226
N#C/C(=N/Nc1cccc2c1C(=O)c1ccccc1C2=O)c1nn[nH]n1	97	93	108	101	nt	71	112	108	98
N#CCc1ccnc2ccccc12	101	nt	99	104	118	82	103	108	102
N#Cc1nc(-c2ccccc2)oc1S(N)(=O)=O	nt	-45*	44	93	100	83	97	46	103
COc1cc2oc(-c3cccc(C(=O)Nc4ccc(C#N)cc4)c3)cc(=O)c2c(O)c1OC	38	61	54	19	73	87	40	102	21
CSc1nc(=O)n(CCC#N)nc1SC	109	99	108	101	100	96	109	84	89
N#CC1c2ccccc2C=CN1C(=O)CCCl (stereo unspecified)	94	-72*	78	106	94	132	nt	nt	94
COc1ccc(Nc2nc3sc4cc(Cl)c(Cl)cc4n3c(=O)c2C#N)cc1	95	85	103	101	108	114	126	86	94
CCOC(=O)C1=C(C#N)C(C(=O)OCC)c2ncccc21 (stereo unspecified)	112	95	95	100	110	58	120	106	nt
COc1ccc(-c2cc(-c3ccc(Cl)cc3)c(C#N)c(=O)n2Cc2ccc(C(=O)NO)cc2)cc1	102	65	115	102	92	96	114	97	91
